CAL PDZ FP-1 – inhibitors of human CAL PDZ peptide binding | purified CAL PDZ, TMR-peptide fluorescence polarization, 1 h | inhibition, % at 24.9 µM | 300,000 tested, 0.92% active | AID 602252;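 active means mean inhibition of at least 30% with at least half of replicates also reaching 30%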;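 further: 0% = DMSO neutral control and 100% = excess unlabeled competitor peptide PRC23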
MITF TRPM1 HTS – increases MITF-driven TRPM1 promoter luciferase signal; SK-MEL-5 TRPM1-promoter luciferase, 24 h; % of positive control, neutral wells = 0; activation, % at 12.5 µM; 300,000 tested, 0.75% active; AID 588334;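 active means mean activation of at least 80% with every replicate also reaching 80%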;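 further: 0% = neutral control wells and 100% = parthenolide positive control wells; values of inactives mirror those of a sister screen read the other way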
Rtt109 HAT inh – C. albicans Rtt109 histone acetyltransferase inhibition; purified Rtt109/Vps75, ThioGlo CoA-SH fluorescence, 4 h; inhibition, % at 34.9 µM; 330,000 tested, 0.16% active; AID 540336;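 active means inhibition of at least 50% in every replicate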
SR-BI DiI-HDL act – activators of SR-BI mediated HDL lipid uptake; CHO ldlA[mSR-BI] cells, DiI-HDL uptake fluorescence, 3 h; 100 = double the neutral-control signal; activation, % at 12.5 µM; 320,000 tested, 0.096% active; AID 504775;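 active means mean replicate activation of at least 60% and every replicate at or above 60%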;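 further: 0% = median plate neutral-control signal and 100% = twice that signal; values of inactives mirror those of a sister screen read the other way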
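Test system: SR-BI-overexpressing, LDLR-lacking CHO cells. Measured by: DiI fluorescence, bottom read. Medium: Ham's F12 with 0.5% BSA, HEPES 25 mM, pH 7.4. Timing: 3 h uptake period with compound, 37 °C.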
NSD2 HMT inh – inhibitors of human histone methyltransferase NSD2; AID 743445; inhibition, % at 12.5 µM; NSD2 peptide methylation, AlphaScreen, 120 min; 310,000 tested, 0.54% active; in the data active means inhibition above about 50%
Target sequence (O96028 whole entry, looked up): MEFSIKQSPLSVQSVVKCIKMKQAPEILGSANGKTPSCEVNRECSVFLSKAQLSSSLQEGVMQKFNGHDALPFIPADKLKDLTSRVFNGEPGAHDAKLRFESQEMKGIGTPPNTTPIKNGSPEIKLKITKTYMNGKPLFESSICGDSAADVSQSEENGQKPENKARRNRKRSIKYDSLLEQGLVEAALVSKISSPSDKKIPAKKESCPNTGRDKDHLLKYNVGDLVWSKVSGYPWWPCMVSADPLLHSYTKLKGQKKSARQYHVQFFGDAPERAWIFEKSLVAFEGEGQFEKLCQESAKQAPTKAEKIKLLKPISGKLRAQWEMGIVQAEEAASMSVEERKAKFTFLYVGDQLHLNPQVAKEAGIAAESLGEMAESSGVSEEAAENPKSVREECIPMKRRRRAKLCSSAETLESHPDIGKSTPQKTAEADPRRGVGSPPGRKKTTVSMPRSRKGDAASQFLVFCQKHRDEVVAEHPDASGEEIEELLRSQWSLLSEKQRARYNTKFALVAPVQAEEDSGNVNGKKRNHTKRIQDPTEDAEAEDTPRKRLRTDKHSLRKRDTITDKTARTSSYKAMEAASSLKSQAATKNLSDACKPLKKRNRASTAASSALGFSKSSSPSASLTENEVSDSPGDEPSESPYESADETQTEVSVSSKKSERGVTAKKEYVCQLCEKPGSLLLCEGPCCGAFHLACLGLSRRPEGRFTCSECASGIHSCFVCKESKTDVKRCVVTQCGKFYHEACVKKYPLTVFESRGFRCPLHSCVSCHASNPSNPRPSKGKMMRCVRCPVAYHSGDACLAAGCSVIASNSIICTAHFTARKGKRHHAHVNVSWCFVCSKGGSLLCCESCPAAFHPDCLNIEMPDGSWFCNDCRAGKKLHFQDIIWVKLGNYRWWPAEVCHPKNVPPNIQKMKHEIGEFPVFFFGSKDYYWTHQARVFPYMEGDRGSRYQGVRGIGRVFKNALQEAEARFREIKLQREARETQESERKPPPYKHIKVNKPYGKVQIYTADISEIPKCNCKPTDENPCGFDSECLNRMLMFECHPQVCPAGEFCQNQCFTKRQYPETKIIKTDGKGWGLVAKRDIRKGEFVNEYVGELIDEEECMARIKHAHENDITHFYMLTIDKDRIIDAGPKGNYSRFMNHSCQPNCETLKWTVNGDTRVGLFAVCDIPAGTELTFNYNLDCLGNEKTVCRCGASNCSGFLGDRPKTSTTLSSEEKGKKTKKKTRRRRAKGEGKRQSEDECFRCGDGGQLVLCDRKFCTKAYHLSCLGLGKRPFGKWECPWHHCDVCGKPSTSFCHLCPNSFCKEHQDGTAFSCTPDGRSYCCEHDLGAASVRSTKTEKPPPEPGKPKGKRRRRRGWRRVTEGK
CAL PDZ FP-2 – blocks peptide binding to human CAL PDZ domain; purified CAL PDZ, TMR-peptide fluorescence polarization, 1 h; inhibition, % at 20 µM; Q9HD26; 330,000 tested, 0.02% active; AID 504414;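 active means highest replicate inhibition of at least 40%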;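 further: plate controls were DMSO neutral control wells for no effect and unlabeled competitor peptide control wells for full effect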
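System: tagged CAL PDZ domain. Schedule: 1 h room-temperature incubation prior to read. Signal: fluorescence polarization (mP). Measure: percent inhibition from loss of millipolarization.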
PfHsp90 yeast 2 – inhibits growth of yeast expressing Plasmodium falciparum Hsp90; S. cerevisiae expressing PfHsp90, BacTiter-Glo ATP, 48 h; yeast lacking PDR1 and PDR3 efflux regulators; inhibition, % at 9.4 µM; 310,000 tested, 0.32% active;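 active means every replicate shows inhibition above about 80%, whatever the replicate mean, limit read from the data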;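 further: 0% = DMSO neutral controls and 100% = 20 µM radicicol positive controls; yeast relying on Plasmodium falciparum Hsp90 in place of its own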
dFosB activator – mouse delta FosB homodimer activation; activation, % at 25 µM; purified delta FosB, TAMRA-CDK5 oligo fluorescence polarization; percent of positive-control signal above neutral wells; 340,000 tested, 0.99% active; P13346;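 active means mean activation above about 17%, with every replicate also reaching it, limit read from the data, passing the limit was not always enough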;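 further: fluorescence polarization rise as delta FosB binds a TAMRA Cdk5 AP-1 oligo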
SR-BI HDL uptake – mouse SR-BI HDL lipid transfer inhibition; Q61009; ldlA[mSR-BI] CHO cells, DiI-HDL uptake fluorescence, 3 h; inhibition, % at 12.5 µM; 320,000 tested, 0.96% active; AID 488896;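 active means mean replicate inhibition of at least 70% and a set share of replicates each scoring 70 or more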;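 further: 0% = median of neutral control wells and 100% = median of positive control wells; values of inactives mirror those of a sister screen read the other way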
PvdQ inh – P. aeruginosa PvdQ acylase inhibition | purified PvdQ acylase, fluorescence plate reader | 340,000 tested, 0.063% active | AID 488965 | inhibition, % at 10 µM; in the data active means inhibition above about 30%, passing the limit was not always enough;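 further: 0% = vehicle neutral wells and 100% = reference inhibitor wells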
* marks the source's active call; other numbers are inactive results; nt = no result given.

no.	SMILES	CAL PDZ FP-1	MITF TRPM1 HTS	Rtt109 HAT inh	SR-BI DiI-HDL act	NSD2 HMT inh
1	CCOc1cc(/C=N/O)cc(Br)c1OC	-2	22	nt	-16	0
2	COc1ccc(C(=O)NCC(=O)Nc2ccc(F)cc2)cc1OC	-3	-4	5	11	3
3	COc1ccc(-n2ncc3c(=O)n(CC(=O)N(C(C)C)C(C)C)cnc32)cc1	0	-13	2	13	10
4	Fc1ccccc1NC(=S)NCCc1cccc(Cl)c1	2	57	-7	-28	-1
5	Cc1cc([N+](=O)[O-])nn1Cc1ccccc1F	-1	nt	22	-1	-2
6	O=C(Nc1ccc(N2CCOCC2)cc1)c1cccc(S(=O)(=O)N2CCCCC2)c1	2	6	1	-80	-3
7	CCCOc1ccc2c(=O)c(-c3cc(C(=O)OC)oc3C)c(C)oc2c1	-4	10	nt	-21	8
8	COc1ccc2oc(=Nc3ccc(C(=O)O)cc3)c(C(=O)NCc3ccco3)cc2c1	-8	20	nt	1	-1
9	Cc1ccc(C(=O)OCC(=O)Nc2ccc3c(c2)OCCO3)cc1C	-2	2	-8	30	-1
10	Cc1cc(-c2nnc(CCC(=O)N(C)Cc3ccsc3)o2)no1	5	9	-5	25	-3
11	COc1cccc(NC(=O)CS(=O)(=O)c2cccc3nsnc23)c1	0	-2	-7	13	1
12	CC(=O)c1cc(C)ccc1OC(=O)c1cccnc1	nt	4	4	6	-1
13	COC(=O)c1[nH]c2ccc(Br)cc2c1NC(=O)CN1CCCCC1CCO (stereo unspecified)	-5	-16	3	-11	-1
14	O=C(CSC(=S)N1CCCCC1)N1N=CCC1c1ccccc1 (stereo unspecified)	-2	nt	4	9	-1
15	CCN(C(=O)COC(=O)/C(C#N)=C/c1cc(C)n(CCOC)c1C)c1c(N)n(Cc2ccccc2)c(=O)[nH]c1=O	-2	-7	2	2	-3

no.	CAL PDZ FP-2	PfHsp90 yeast 2	dFosB activator	SR-BI HDL uptake	PvdQ inh
1	-2.7	-292	-2	16	-3
2	-0.8	-9	-5	-11	7
3	0.4	7	3	-13	-11
4	-2.6	-9	-12	28	-17
5	-3.3	4	2	1	18
6	-3.4	-18	-1	80*	-8
7	-3.3	-29	0	21	-9
8	-1.0	-30	-22	-1	-10
9	-3.0	10	22*	-30	4
10	-1.1	11	-8	-25	-4
11	-2.0	-20	-6	-13	-12
12	0.2	24	3	-6	2
13	-0.9	6	-4	11	-6
14	-0.8	-35	-7	-9	-5
15	-0.5	14	-13	-2	14

Other structures.
no.	SMILES	CAL PDZ FP-1	MITF TRPM1 HTS	Rtt109 HAT inh	SR-BI DiI-HDL act	NSD2 HMT inh
16	O=C(Nn1cnnc1)c1ccccc1CCc1ccccc1	-2	5	2	8	0
17	c1ccc(C[C@H]2CNCCN2CC2CCCCC2)cc1	3	11	3	1	nt
18	CC(C)C(NC(=O)OCc1ccccc1)C(=O)OCC(=O)N1CCCCC1 (stereo unspecified)	nt	nt	4	16	nt
19	Cn1cnnc1SCc1ccc(C(=O)NN)cc1	nt	-6	17	0	-1
20	CC(C)=CC(=O)Nc1nnc(-c2ccccc2)s1	-1	53	10	-2	1
21	O=C1O[C@@H](c2ccc(O)cc2)Cc2cccc(O)c21	7	-15	-3	5	nt
22	c1ccc(-n2nnnc2SCc2ccccn2)cc1	-1	nt	-4	39	3
23	Cc1cc(Nc2cccc(Cl)c2Cl)n2ncnc2n1	-7	nt	2	2	3
24	N#CC1CC(c2ccc([N+](=O)[O-])cc2)=NN1c1ccc([N+](=O)[O-])cc1 (stereo unspecified)	nt	9	-17	-58	-4
25	Cc1ccccc1Nc1nc(N)nc(CSc2nnc(C)n2C)n1	-1	-4	9	22	-2

no.	CAL PDZ FP-2	PfHsp90 yeast 2	dFosB activator	SR-BI HDL uptake	PvdQ inh
16	0.2	-1	-4	-8	0
17	-1.0	11	6	-1	-11
18	-0.6	22	-6	-16	-12
19	-0.5	7	-2	0	4
20	-1.2	16	1	2	4
21	0.3	6	-3	-5	-10
22	-1.8	nt	-17	-39	-7
23	0.9	-10	-7	-2	-4
24	0.2	0	-6	58	-9
25	-2.1	11	-7	-22	-10

Another view of 13 compounds above:
10) Cc1cc(-c2nnc(CCC(=O)N(C)Cc3ccsc3)o2)no1
11) COc1cccc(NC(=O)CS(=O)(=O)c2cccc3nsnc23)c1
12) CC(=O)c1cc(C)ccc1OC(=O)c1cccnc1
13) COC(=O)c1[nH]c2ccc(Br)cc2c1NC(=O)CN1CCCCC1CCO (stereo unspecified)
14) O=C(CSC(=S)N1CCCCC1)N1N=CCC1c1ccccc1 (stereo unspecified)
15) CCN(C(=O)COC(=O)/C(C#N)=C/c1cc(C)n(CCOC)c1C)c1c(N)n(Cc2ccccc2)c(=O)[nH]c1=O
16) O=C(Nn1cnnc1)c1ccccc1CCc1ccccc1
17) c1ccc(C[C@H]2CNCCN2CC2CCCCC2)cc1
18) CC(C)C(NC(=O)OCc1ccccc1)C(=O)OCC(=O)N1CCCCC1 (stereo unspecified)
19) Cn1cnnc1SCc1ccc(C(=O)NN)cc1

compound no.	10	11	12	13	14	15	16	17	18	19
CAL PDZ FP-1	5	0	nt	-5	-2	-2	-2	3	nt	nt
MITF TRPM1 HTS	9	-2	4	-16	nt	-7	5	11	nt	-6
Rtt109 HAT inh	-5	-7	4	3	4	2	2	3	4	17
SR-BI DiI-HDL act	25	13	6	-11	9	2	8	1	16	0
NSD2 HMT inh	-3	1	-1	-1	-1	-3	0	nt	nt	-1
CAL PDZ FP-2	-1.1	-2.0	0.2	-0.9	-0.8	-0.5	0.2	-1.0	-0.6	-0.5
PfHsp90 yeast 2	11	-20	24	6	-35	14	-1	11	22	7
dFosB activator	-8	-6	3	-4	-7	-13	-4	6	-6	-2
SR-BI HDL uptake	-25	-13	-6	11	-9	-2	-8	-1	-16	0
PvdQ inh	-4	-12	2	-6	-5	14	0	-11	-12	4

20) CC(C)=CC(=O)Nc1nnc(-c2ccccc2)s1
21) O=C1O[C@@H](c2ccc(O)cc2)Cc2cccc(O)c21
22) c1ccc(-n2nnnc2SCc2ccccn2)cc1

compound no.	20	21	22
CAL PDZ FP-1	-1	7	-1
MITF TRPM1 HTS	53	-15	nt
Rtt109 HAT inh	10	-3	-4
SR-BI DiI-HDL act	-2	5	39
NSD2 HMT inh	1	nt	3
CAL PDZ FP-2	-1.2	0.3	-1.8
PfHsp90 yeast 2	16	6	nt
dFosB activator	1	-3	-17
SR-BI HDL uptake	2	-5	-39
PvdQ inh	4	-10	-7
